# PABP1 MLLE inh – inhibitors of microRNA-mediated deadenylation, human PABP1 MLLE binding; P11940; GST-MLLE / FITC-PAM2 fluorescence polarization; inhibition, % at 20 µM; hit rate 0.36% among 360,000; AID 588489; in the data active = inhibition above about 35%, passing the limit was not always enough;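 note: plate controls were DMSO wells with GST-MLLE for no effect and wells lacking GST-MLLE protein for full effect; some results filed as inactive read as strong as hits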
# FAS-TE inh – inhibitors of human fatty acid synthase thioesterase domain; inhibition, % at 15 µM; hit rate 0.67% among 360,000; P49327; recombinant FAS-TE, OMFH fluorogenic substrate, fluorescence endpoint;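 active = compounds whose normalised, plate-corrected inhibition of enzyme fluorescence in the single-dose primary screen is 50% or more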;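 note: 0% = DMSO with enzyme and 100% = substrate without enzyme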
# CSN deneddyl inh – blocks human CSN-mediated cullin deneddylation; AID 651999; Purified CSN, SCF-Nedd8-OG deneddylation, fluorescence polarization; inhibition, % at 12.5 µM; hit rate 0.38% among 360,000;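 active = pattern-corrected inhibition above about 35%, with an unprinted fluorescence ratio check between 0.5 and 1.5, limit read from the data, passing the limit was not always enough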;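 note: 0% = enzyme with substrate and 100% = substrate without enzyme; some results filed as inactive read as strong as hits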
#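 Assay system: HEK293T-derived human Csn5 enzyme; quantity: 0.24 nM enzyme; medium: Tris/NaCl/DTT buffer, pH 7.5; also added: substrate SCFSkp2-Nedd8OG, 10 nM; doses: 12.5 µM compound; schedule: 90 min reaction at room temperature; signal: FP; read-out: % inhibition of substrate cleavage by Csn5; benchmarks: substrate-only high control, full reaction low control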
# MT1-MMP act inh – MT1-MMP (human) activation inhibition. HT1080 RFP-PRO-GFP cells, GFP/RFP ratio fluorescence, overnight; percent of plate control window, DMSO zero. GFP/RFP ratio change, % at 20 µM. hit rate 0.061% among 360,000. AID 651647;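 active = GFP/RFP ratio change of at least 30% with cell ATP level not reduced by more than half and red fluorescence within 50% of control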; note: strong numbers were not always called active
#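 system = RFP-PRO-GFP reporter HT1080 cells | dosing = 20 µM single dose, 1% DMSO | timing = overnight cell settling, then overnight compound exposure, 37 °C, 5% CO2 | read-out basis = GFP/RFP fluorescence ratio | controls = DMSO and RFP-L50D-GFP cell wells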
# Rin1-Abl PPI inh – human Rin1-Abl interaction inhibition; hit rate 0.4% among 360,000; inhibition, % at 7.35 µM; AID 588664; TR-FRET Rin1/Abl binding, biochemical; in the data active = inhibition above about 5%, passing the limit was not always enough
# bovine MsrA act – bovine methionine sulfoxide reductase A activation. purified bovine MsrA, absorbance read-out. activation, % at 10.6 µM. hit rate 0.3% among 360,000; in the data active = activation above about 7.5%;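 note: 0% = vehicle and 100% = reference activator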
# MsrA inhibitor – bovine MsrA inhibition; purified bovine MsrA, absorbance read-out; inhibition, % at 15.5 µM; hit rate 0.75% among 360,000; AID 651718; in the data active = inhibition above about 4.5%;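 note: 0% = vehicle wells with enzyme and 100% = reference inhibitor wells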
# Rpn11 inh – blocks the human proteasome subunit Rpn11; O00487; calls only at 20 µM; human 26S proteasome, Ub4-pepOG fluorescence polarization; 20S core pre-blocked with epoxomicin; hit rate 0.59% among 360,000;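 active = inhibition at 20 µM, scaled to each plate's controls, above about 33%, limit read from the data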
# eLon inh – inhibitors of E. coli Lon protease | P0A9M0 | purified E. coli Lon protease, fluorescence polarization | inhibition, % at 7.94 µM | hit rate 0.42% among 360,000 | AID 602123; in the data active = inhibition above about 13%, passing the limit was not always enough;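 note: 0% = enzyme with probe and DMSO and 100% = no enzyme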
# An asterisk follows results filed as active; i = inactive; / = not tested or not shown. No enrichment for hits; 3.7% or so of the library scored in one or more.
SMILES,PABP1 MLLE inh,FAS-TE inh,CSN deneddyl inh,MT1-MMP act inh,Rin1-Abl PPI inh,bovine MsrA act,MsrA inhibitor,Rpn11 inh,eLon inh
COC(=O)[C@H](Cc1ccccc1)NC(=O)Cn1cnc2c(NCc3ccccc3)ncnc21,12,-8,5,3,-2,-5,1.9,i,-9
CC1=[N+](CC(=O)c2ccccc2)CCn2cccc21,-1,-2,-12,-3,-1,-4,4.4,i,-30
CN(C)S(=O)(=O)c1cccc(C(=O)Nc2ccccc2Cl)c1,4,-3,4,2,1,-4,-0.1,i,-5
COC(=O)CSc1ncnc2c1sc1nc3c(cc12)COC(C)(C)C3,-9,-5,13,3,-297,-2,-0.8,i,4
Cc1ccc(N)c2c1OCCC2=O,0,-6,1,-11,5,-9,1.6,i,-21
CCN1CCN(c2cc(C)c3cc(NC(=O)c4cccnc4Cl)ccc3n2)CC1,3,-4,0,-6,-3,-5,2.4,i,3
C/C(=N\NC(=O)c1ccc(O)cc1)c1ccc2c(c1)OCCO2,-3,-1,2,4,2,-10,-0.3,i,6
Cc1cc2cc(CNC(=O)Cc3ccc([N+](=O)[O-])cc3)ccc2n1C,40*,1,-7,42*,-2,-4,-0.9,i,8
Cc1nn(CC(=O)Nc2ccc(Cl)cc2Cl)c(=O)c2ccccc12,2,1,4,-16,-2,-11,-0.8,i,0
CCC1=NN2C(=N)/C(=C\c3cccn3-c3ccc(OC)cc3)C(=O)N=C2S1,-1,0,3,0,-2,-3,0.7,i,-1
CCOc1ccccc1/C=C\c1nc(O)c([N+](=O)[O-])c(=O)[nH]1,-7,-4,5,3,-3,-2,1.7,i,-3
COc1ccc(NC(=O)NCc2ccncc2)c(OC)c1,0,-7,-4,3,1,-3,0.1,i,5
CCNC(=O)/C(C#N)=C/c1c(N(Cc2ccccc2)Cc2ccccc2)nc2ccccn2c1=O,7,26,2,-6,-1,-12,0.3,i,-1
O=C(NNC(=O)c1ccc(Cl)cc1Cl)Nc1ccccc1,-7,-5,-2,8,2,0,-0.9,i,-7
Cc1cc(C)nc(NS(=O)(=O)c2ccc(NC(=O)Nc3ccccc3F)cc2)n1,-2,-1,2,-4,2,-2,-0.3,i,2
O=C(Nc1ccc2c(c1)OCO2)c1cccs1,-5,-6,6,-1,-1,-2,0.1,i,-10
O=c1nc(-c2ccccc2)c2ccccc2[nH]1,4,-4,4,-2,2,-6,1.1,i,-3
COc1ccccc1-n1c(=S)[nH]c2c(sc(=S)n2-c2ccc(C)cc2C)c1=O,33,20,-12,-7,-4,1,/,i,1
CC1(C)COC(c2coc3ccccc3c2=O)OC1,-1,-7,-1,-4,-2,-7,0.0,i,8
CCNC(=O)N1CCCC(C(=O)c2ccc(C(F)(F)F)cc2)C1 (centres undefined),7,-1,-1,2,0,-1,-1.1,i,-4
Cc1ccc(-n2nc(C)c3c(C)c(CCC(=O)NC(C)c4ccccc4)c(C)nc32)cc1 (centres undefined),6,3,3,-3,3,-2,-1.2,i,3
COc1ccc(CN(C)Cc2nc(Cc3cccc(F)c3)no2)c2cccnc12,12,-5,-9,5,2,-8,-0.3,i,9
CCN(CC)C(=O)[C@H]1CC(CC(=O)NC(C)(C)C)C(=O)N2CCc3c([nH]c4ccccc34)[C@]12C (some centres undefined),2,-8,3,-3,-3,0,1.7,i,-5
COc1ccc(CC(N)c2csc(NC(=O)NCCc3ccccc3)n2)cc1 (centres undefined),1,-6,3,5,10*,-5,-1.1,i,4
O=C(/C=C/c1cccs1)NC1CCCC1,-12,-4,1,0,2,-6,1.3,i,3
COc1ccc(C2=NOC(C(=O)N(C)Cc3ccccc3)C2)cc1 (centres undefined),-2,-4,-1,-2,-2,-3,0.8,i,-8
COc1cc(F)cc(-c2ccc3c(c2)c(-c2cccs2)c(-c2cc(OC)cc(OC)c2)n3C)c1,-6,25,-1,-9,-2,-3,1.4,i,-6
CC(=O)C1C(c2ccc(O)cc2)NC(=O)NC1(O)C(F)(F)F (centres undefined),-7,-6,0,0,0,1,1.7,i,-10
COc1ccc(N2CCN(C(=O)CN3c4cccc5cccc(c45)S3(=O)=O)CC2)cc1,4,4,-1,-2,-2,0,0.0,i,-13
CCOC(=O)N1CCN(Cc2nc(-c3ccccc3)no2)CC1,7,-9,5,6,0,-8,-0.4,i,-3
CSc1nc2ccccc2n1CC(=O)Nc1ccc(C)c(C)c1,7,-4,-1,8,-1,-3,-1.2,i,3
CCCc1[nH]n(-c2nc3ccccc3s2)c(=O)c1C=NCCCOC,6,-4,0,0,3,-1,2.2,i,-8
O=C1/C(=C\c2cccs2)Sc2ccc3ccccc3c21,-130,16,16,-6,-1,-3,-0.8,i,-49
COc1cc(NC(=O)c2ccc(-c3cnn(C)c3)c3ccoc23)cc(OC)c1OC,-12,3,0,11,0,-6,2.5,i,-2
COc1ccc(N(CC(=O)NC(C)C)S(=O)(=O)c2ccc(NC(C)=O)cc2)cc1,-7,-11,-5,4,5,-9,0.4,i,-6
COCCSc1ccccc1C(=O)NCc1ccco1,18,-10,6,-1,2,-1,-0.5,i,0
Cc1cc(C)cc(N(CC(=O)NCc2ccco2)C(=O)CCC(=O)Nc2ccccn2)c1,-1,-1,2,-4,4,-8,-1.2,i,-8
Cc1ccc(C(=O)COC(=O)c2nc(Cl)ccc2Cl)cc1,-5,6,0,-4,5,-1,0.4,i,-11
CCN(CC)S(=O)(=O)c1ccc(C(=O)OCC(=O)Nc2ccc(-c3nc4ccc(C)cc4s3)cc2)cc1,8,-10,-10,3,3,-9,-1.3,i,0
C[C@H]1CN([C@@H](C)CO)C(=O)c2cc(-c3ccccc3F)cnc2O[C@@H]1CN(C)C(=O)NC1CCCCC1,6,-3,-2,-1,0,-2,-1.9,i,-4

# No new results follow: 2 of the compounds above.
SMILES,PABP1 MLLE inh,FAS-TE inh,CSN deneddyl inh,MT1-MMP act inh,Rin1-Abl PPI inh,bovine MsrA act,MsrA inhibitor,Rpn11 inh,eLon inh
Cc1ccc(-n2nc(C)c3c(C)c(CCC(=O)NC(C)c4ccccc4)c(C)nc32)cc1 (centres undefined),6,3,3,-3,3,-2,-1.2,i,3
COc1ccc(CN(C)Cc2nc(Cc3cccc(F)c3)no2)c2cccnc12,12,-5,-9,5,2,-8,-0.3,i,9

# Next section
SMILES,PABP1 MLLE inh,FAS-TE inh,CSN deneddyl inh,MT1-MMP act inh,Rin1-Abl PPI inh,bovine MsrA act,MsrA inhibitor,Rpn11 inh,eLon inh
COc1ccc(CCNC(=O)CSc2nc3ccccc3o2)cc1,-4,-5,-2,5,-2,-1,0.2,i,-3
CC1CCN(S(=O)(=O)c2ccc(NC(=O)CN3CCOCC3)cc2)CC1,0,-6,-4,4,-5,-2,-1.5,i,-1
Cc1c(NC(=O)c2ccc(Cl)c(S(=O)(=O)N3CCCCC3)c2)c(=O)n(-c2ccccc2)n1C,-6,-1,-1,4,-1,-3,0.9,i,-2
CCCCCCn1c(CN2CCC(C)CC2)nc2c1c(=O)n(C)c(=O)n2C,21,19,-2,-5,1,-2,0.3,i,3
O=C(CSc1nc2ccccc2c(=O)n1CC1CCCO1)N1CCN(c2ccccc2)CC1 (centres undefined),6,8,4,4,3,-1,-1.1,i,-8
COc1ccc(Nc2ncnc3sccc23)cc1OC,-12,-3,1,-1,-2,-3,0.3,i,4
S=c1[nH]nc(CCc2ccccc2)n1-c1ccc(Cl)cc1,-7,-8,2,-1,1,-1,1.0,i,11
O=C(Nc1ccccc1)c1cc2ccccc2c(=O)s1,13,15,-1,-4,0,-13,0.3,i,0
O=C(O)CC(NC(=O)C12CC3CC(CC(C3)C1)C2)c1ccc(F)cc1 (centres undefined),-5,-2,3,1,-1,-1,-0.2,i,-2
COc1ccccc1CN1CC(C(=O)N2CCOCC2)CCC1=O (centres undefined),4,-4,1,-3,4,-3,-0.2,i,-1
COC(=O)Cc1c(O)ccn(CCc2ccc(S(N)(=O)=O)cc2)c1=O,-2,-4,-2,0,-2,-6,-2.0,i,-13
CN1OC[C@@H]2C(=O)N3CCc4c([nH]c5ccccc45)[C@@H]3C[C@@H]21,-9,-6,21,1,-3,-3,2.7,i,-20
CC(C)OC(=O)N(C)C[C@@H]1OCc2cnnn2CCCC(=O)N([C@@H](C)CO)C[C@@H]1C,13,-8,-2,-2,-3,-3,1.0,i,1
CCC(=O)N1CCN(c2cc(N3CCN(C)CC3)c(F)cc2[N+](=O)[O-])CC1,-6,-7,-14,-3,-6,-4,2.0,i,6
O=C1CC(SCCc2nc3ccccc3[nH]2)C(=O)N1c1ccc(Cl)cc1 (centres undefined),20,-4,0,1,-3,-6,0.0,i,-2
CN=C1SC(CC(=O)Nc2ccccc2F)C(=O)N1/N=C/c1ccc(O)c(OC)c1 (centres undefined),-2,2,4,1,-3,-4,4.1,i,9
CC1=C(C(=O)N(C(C)C)C(C)C)CC(CC(=O)NC2CC2)C(=O)N1Cc1ccc(C(C)(C)C)cc1 (centres undefined),/,4,2,9,/,-1,-1.6,/,-9
Cc1csc(N(C)C(=O)CSc2nnc(COc3ccccc3C)o2)n1,-21,-1,0,-3,-4,-1,-0.7,i,0
Cc1ccc2nc(C(O)C(O)c3nc4ccc(C)cc4[nH]3)[nH]c2c1 (centres undefined),-2,-8,2,-1,1,-5,-0.2,i,-3
COc1ccc(NS(=O)(=O)c2cccc(NC(=O)c3ccc(S(=O)(=O)N4CCCCCC4)cc3)c2)cc1,4,22,5,0,-3,-3,/,i,-4
COc1cc(CN2CCN(Cc3ccc(C)cc3)CC2)c([N+](=O)[O-])cc1OC,14,22,1,1,-2,-12,1.0,i,7
COc1ccc(-n2c(=S)[nH]c3cc(C(=O)NC4CCCCC4)ccc3c2=O)c(OC)c1,-12,-1,1,1,2,-4,-0.6,i,2
COc1ccccc1CN(C)CC(=O)Nc1cccc2ccccc12,-2,6,-1,-5,-1,-6,-0.4,i,-3
Cc1cc(C)c(C(=O)C[n+]2cccc(C(N)=O)c2)c(C)c1,16,-6,-2,-1,-3,0,0.0,i,4
O=C(Nc1ccccc1Cl)C(=O)c1cn(CC(=O)N2CCOCC2)c2ccccc12,-7,6,3,-3,0,-2,0.1,i,4
Cc1cc(C)n(CC(=O)Nc2ccc3c(c2)OCO3)c(=O)c1C#N,-7,12,1,2,-1,-4,1.0,i,-9
O=C(OC(C(=O)Nc1cc(Cl)cc(Cl)c1)c1ccccc1)C1=COCCO1 (centres undefined),-10,32,4,0,-1,-3,-0.6,i,-11
O=C(COC(=O)C1CC2C=CC1C2)Nc1cccc(S(=O)(=O)N2CCOCC2)c1 (centres undefined),-22,0,-3,-6,-1,-5,0.1,i,-7
CCn1c(SCc2nc3ccccc3c(=O)[nH]2)nnc1-c1cccnc1,5,-2,4,0,2,-5,-2.2,i,-7
CCNC(=O)C1(C)CCCN1C(=O)c1c(F)cccc1F (centres undefined),10,-10,-1,4,-10,-6,-0.7,i,0

# Fetched one by one from the entries so far, 3 records:
SMILES,PABP1 MLLE inh,FAS-TE inh,CSN deneddyl inh,MT1-MMP act inh,Rin1-Abl PPI inh,bovine MsrA act,MsrA inhibitor,Rpn11 inh,eLon inh
O=C(NNC(=O)c1ccc(Cl)cc1Cl)Nc1ccccc1,-7,-5,-2,8,2,0,-0.9,i,-7
Cc1c(NC(=O)c2ccc(Cl)c(S(=O)(=O)N3CCCCC3)c2)c(=O)n(-c2ccccc2)n1C,-6,-1,-1,4,-1,-3,0.9,i,-2
CC1=C(C(=O)N(C(C)C)C(C)C)CC(CC(=O)NC2CC2)C(=O)N1Cc1ccc(C(C)(C)C)cc1 (centres undefined),/,4,2,9,/,-1,-1.6,/,-9
